Nrf2 block = blocks Nrf2 signaling; Potency, µM (top dose mostly 46 µM), for the others: top-dose activity change, negative = inhibition, usual class: inhibitors; A549 ARE-Fluc reporter, luciferase luminescence, 18-24 h; hit rate 2.1% among 360,000; AID 504444; also: potency is read from the fitted curve at half-maximal effect; % is scaled to controls: 0 for no effect and ±100 for the full control effect; nearly all actives have a fitted effect of over 60% in size
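Cells were seeded and rested 2 h, then exposed to compounds for 18-24 h. CellTiter-Fluor was read first as a viability measure. BugLite was added 15 min before the final luminescent read of ARE-luciferase activity in A549 cells.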
EPAC2 agonist = agonists of human EPAC2 (RAPGEF4) | EPAC2 activation, biochemical qHTS; response scale: 100% = 6.5 mM cAMP response | hit rate 0.079% among 360,000 | Q8WZA2 | Potency, µM (titrated, usually from 154 µM), without a hit: top-dose activation, actives largely listed as activators; also: potency is read from the fitted curve at half-maximal effect; nearly all actives have a fitted effect of over 50% in size
Target sequence (Q8WZA2 whole entry, looked up): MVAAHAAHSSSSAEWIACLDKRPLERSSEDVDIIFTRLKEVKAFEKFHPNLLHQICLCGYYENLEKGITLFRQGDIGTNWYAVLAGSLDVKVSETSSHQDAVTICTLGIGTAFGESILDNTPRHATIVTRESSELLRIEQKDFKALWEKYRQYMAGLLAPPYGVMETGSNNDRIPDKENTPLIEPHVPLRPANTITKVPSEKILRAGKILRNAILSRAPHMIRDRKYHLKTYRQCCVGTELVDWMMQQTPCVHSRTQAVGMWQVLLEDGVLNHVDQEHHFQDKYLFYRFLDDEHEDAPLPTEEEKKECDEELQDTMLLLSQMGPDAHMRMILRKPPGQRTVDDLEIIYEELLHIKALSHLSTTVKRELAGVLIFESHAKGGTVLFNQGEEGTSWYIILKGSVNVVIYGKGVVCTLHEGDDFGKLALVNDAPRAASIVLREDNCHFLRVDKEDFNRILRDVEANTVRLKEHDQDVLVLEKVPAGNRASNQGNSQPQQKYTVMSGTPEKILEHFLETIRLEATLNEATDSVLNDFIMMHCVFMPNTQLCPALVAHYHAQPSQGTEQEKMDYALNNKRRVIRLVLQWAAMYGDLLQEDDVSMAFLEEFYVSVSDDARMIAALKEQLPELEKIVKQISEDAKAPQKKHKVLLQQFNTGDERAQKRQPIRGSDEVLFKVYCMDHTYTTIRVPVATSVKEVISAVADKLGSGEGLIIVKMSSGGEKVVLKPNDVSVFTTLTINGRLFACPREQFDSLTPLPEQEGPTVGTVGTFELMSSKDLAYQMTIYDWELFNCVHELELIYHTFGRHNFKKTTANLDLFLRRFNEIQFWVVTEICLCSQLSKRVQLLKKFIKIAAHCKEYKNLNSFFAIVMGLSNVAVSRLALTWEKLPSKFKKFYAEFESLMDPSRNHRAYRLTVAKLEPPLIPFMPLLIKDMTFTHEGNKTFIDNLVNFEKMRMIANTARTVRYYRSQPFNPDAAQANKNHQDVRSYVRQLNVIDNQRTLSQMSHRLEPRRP
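qHTS, titration series. 100 nM EPAC2 / 250 nM Rap1B-BODIPY-GDP / 50 uM GDP; RT; ex 480/em 540 nm, 5-min reads to 30 min. Norm. to 6.5 mM cAMP = activation.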
IL2 activator = activates IL-2 in a cell-based reporter assay | IL-2 activation reporter assay, cell-based qHTS; stimulated with anti-CD3/CD4/CD28 beads; in transgenic mouse T cells | activation, % (series mostly up to about 46 µM) | hit rate 0.065% among 360,000 | AID 652025; in the data active = activation above about 50%; inconclusive = mostly about 30% to 49%; also: 0% is about no effect
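Readout is EGFP and DsRed signal by fluorescent plate cytometry after 18 h at 37 degrees C. Transgenic mouse T cells (750/well) received compound for 60 min before bead stimulation (anti-CD3, anti-CD4, anti-CD28); memory T cells served as non-tolerant control.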
Nrf2 activator = activates Nrf2 signaling. AREc32 ARE-luciferase reporter (MCF7-derived line), luminescence, 24 h. Potency, µM (top dose mostly 46.1 µM), inactives show at the highest dose activation, actives largely listed as activators. hit rate 0.31% among 410,000. AID 624171; also: potency is read from the fitted curve at half-maximal effect; % of control where 0% means no effect; nearly all actives have a fitted effect of over 65% in size
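Reporter line AREc32 (ARE-Fluc), seeded overnight in OPTI-MEM with 5% FBS; compound pin-transferred, 24 hr at 37 deg C, 5% CO2; luminescent read-out.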
ATXN2 expr inh = inhibitors of ATXN2 expression; Potency, µM (titrated, usually from 57 µM), for inactives: at the highest dose activity change, negative = inhibition, actives largely listed as inhibitors; HEK-293 ATXN2-luciferase reporter, luminescence, 24 h; hit rate 0.72% among 360,000; also: potency is read from the fitted curve at half-maximal effect; % is scaled to controls: 0 for no effect and ±100 for the full control effect; nearly all actives have a fitted effect of over 55% in size
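ATXN2-luciferase reporter cells (luciferase flanked by upstream and downstream ATXN2 gene portions) were treated 24 h at 37 °C with compounds at up to 57 uM. SteadyGlo luminescence gave expression; GF-AFC fluorescence gave viability.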
A549 tox = counter-screen for Nrf2 inhibitors: cytotoxicity in A549 cells. A549 ARE-Fluc cells, CellTiter-Fluor viability, 18-24 h. Potency, µM (top dose mostly 46 µM), for inactives: top-dose activity change, negative = cytotoxicity, usual class: inhibitors. hit rate 0.16% among 390,000. AID 504648; also: potency is read from the fitted curve at half-maximal effect; % is scaled to controls: 0 for no effect and ±100 for the full control effect
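A549 ARE-Fluc cells in 5% FBS OPTI-MEM, 5000 cells/well, rested 2 h then exposed to compounds in concentration-response for 18-24 h at 37 °C. Viability by CellTiter-Fluor fluorescence (Ex 405/Em 525) after 30 min; luciferase luminescence (BugLite, 15 min, RT) read afterwards.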
TGFb SMAD3 inh = TGF-b pathway inhibition; Potency, µM (doses to about 46.1 µM), inactives show top-dose activity, negative = inhibition, hits mostly inhibitors; HepG2 CAGA-GFP TGF-b/SMAD3 reporter, GFP fluorescence, 18 h; TGF-beta stimulated, 500 pg/mL final; hit rate 1.2% among 410,000; also: potency is read from the fitted curve at half-maximal effect; % is scaled to controls: 0 for no effect and ±100 for the full control effect; nearly all actives have a fitted effect of over 65% in size
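Smad-responsive CAGA-GFP expression was quantified in HEPG2 cells exposed to compounds and 500 pg/mL final TGF-beta for 18 h at 37 degrees C; unstimulated wells defined full inhibition.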
HepG2 viability = HepG2 cytotoxicity, counter-screen for TGF-b inhibitors. HepG2 CAGA-GFP viability, ATP luminescence, 18 h. Potency, µM (titrated, usually from 46.1 µM), for the others: at the top dose activity change, negative = cytotoxicity, most hits filed as cytotoxic. hit rate 0.76% among 410,000. AID 588856; also: potency is read from the fitted curve at half-maximal effect; some results filed as inactive show a strong effect at the top dose
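HepG2 CAGA-GFP cells (1000/well, DMEM with 1% FBS) received compound, then TGF-beta at 500 pg/mL final, and were incubated 18 hours at 37 degrees C. Viability was read by CellTiter-Glo luminescence. Media-only wells were set as complete cell-killing and DMSO as no toxicity.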
ATXN viability = reduces viability in counter-screen for ATXN expression inhibitors; S2 cells (HEK-293 line with an ATXN2-luciferase reporter) viability, CellTiter-Fluor protease fluorescence, 24 h; Potency, µM (series often up to 56.7 µM), usual class: cytotoxic; hit rate 0.49% among 400,000; also: potency is read from the fitted curve at half-maximal effect; nearly all actives have a fitted effect of over 40% in size
* hit, by the source's call; i = inactive; ? = inconclusive; nt = not tested or not shown; [ ] = dose if it differs, or a comment. Unless noted, calls follow the shape of the dose curve; as a rule, active = well fitted curve in the direction sought with a large enough effect; inconclusive = small, poorly fitted or top-dose-only effect, or another doubt; inactive = no such curve, though single readings can be large; an effect the other way counts as inactive or inconclusive.

SMILES	Nrf2 block	EPAC2 agonist	IL2 activator	Nrf2 activator	ATXN2 expr inh	A549 tox	TGFb SMAD3 inh	HepG2 viability	ATXN viability
Cc1ccc(SCC(=O)NNC(=O)c2ccccc2)cc1C	-20.0%	15.3%	-4.1	-0.1%	-16.0%	2.5%	4.7%	-14.2%	i
O=C(CN1C(=O)C2CCCCC2C1=O)N1CCN(c2ccccc2)CC1 (stereo not drawn)	3.4%	2.7%	2.5	-0.4%	0.3%[11.3 µM]	0.0%	-7.3%	-2.2%	?
C(=N\Nc1ccc(-n2ccnc2)nn1)/c1ccccc1	2.3%	0.7%	0.8	0.4%	17.3%	-12.9%	-0.9%	4.9%	?
COc1ccc(C(=O)Nc2ccccc2C(=O)Nc2cccnc2)cc1	7.4%	8.1%	3.0	3.8%	2.2%	3.7%	17.5%	-61.9%	?
CC(=O)c1cccc(NC(=O)NCc2ccccn2)c1	nt	6.7%	0.3	-0.5%	-37.8%	10.2%	11.2%	-12.0%	i
CCOC(=O)/C=C1\SCC(=O)N1CC(=O)Nc1ccccc1OC(F)F	-11.8%	-3.9%	-0.2	0.1%	2.0%	0.0%	35.8%[activator]	-11.7%	i
CCOc1ccc(NC(=S)Nc2ccccc2C2CC2)cc1	-2.7%	8.8%	-2.7	-1.1%	-10.8%	-1.8%	-24.0%	-28.8%	i
c1ccc(CCNCc2cccs2)nc1	-7.6%	9.0%	0.7	-0.3%	5.5%	?	-3.3%	-3.9%	i
CCOc1cc(/C=C2/N=C(c3ccc4c(c3)OCO4)OC2=O)ccc1OC(C)=O	7.1%	-7.0%	0.0	0.7%	nt	-0.1%	18.2%	-0.8%	i
CCOc1ccc2nc(Cl)c(C3CC(c4ccc(OC)cc4)=NN3S(C)(=O)=O)cc2c1 (stereo not drawn)	-8.4%	nt	nt	-0.5%	2.7%	1.5%	29.0%	-3.3%	i
O=[N+]([O-])c1ccc(NN=C2CC3CCC2C3)c([N+](=O)[O-])c1 (stereo not drawn)	nt	-3.1%	-0.7	0.0%	-24.5%	nt	-12.1%	-0.2%	i
Cc1ccccc1-c1cnc(C(O)c2ccc(F)c(F)c2)[nH]1 (stereo not drawn)	nt	17.0%	1.5	3.3%	17.8%	nt	2.7%	-17.5%	i
O=C(Nc1ccccc1C(=O)N1CCOCC1)c1ccc([N+](=O)[O-])cc1	1.7%	11.7%	0.8	-0.4%	0.8%	-0.7%	5.2%	-1.4%	i
Cc1ccc(-n2nc(-c3ccc(N)cc3)cc2N)cc1	4.8%	12.1%	-0.7	0.6%	-3.5%	-1.3%	-11.2%	-11.2%	i
O=C(Cn1nc(C(F)(F)F)c2c1CCCC2)N1CCOCC1	0.8%	10.1%	0.4	0.2%	14.4%	-3.0%	14.9%	6.8%	i
C=CC[C@H]1CC(C)=C[C@H](CC=C)N1	-3.9%	7.6%	-1.5	-1.1%	37.9%	-7.5%	11.7%	-1.9%	i
COc1ccc2[nH]c3c(c2c1)CCN1C(=O)C(CC(=O)NCCCn2ccnc2)C[C@H](C(=O)N2CCOCC2)[C@@]31C (stereo partly drawn)	12.5%	6.3%	0.5	-0.5%	9.2%	6.6%	13.2%	-2.7%	i
CC(C)(C)c1ccc(C(=O)NCC(c2cccs2)S(=O)(=O)c2ccccc2)cc1 (stereo not drawn)	nt	nt	nt	2.9%	0.0%	-18.2%	?	-38.3%	?
Cc1nn(CC(=O)NCCCN2CCN(Cc3ccccc3)CC2)c(=O)c2cc(-c3ccccc3)nn12	7.7%	5.2%	-0.6	-0.5%	nt	-0.8%	-10.1%	1.3%	i
CCC(CC)COC(=O)C1=C(C)NC(=O)NC1c1ccc(OC)cc1 (stereo not drawn)	-8.3%	-12.5%	-0.2	0.2%	-5.0%	-0.6%	-22.9%	2.5%	i
C=CCN(C(=O)c1csnn1)C(C(=O)NC1CCCC1)c1ccc(OC)cc1 (stereo not drawn)	2.5%	15.1%	1.4	1.7%	19.1%	-6.9%	-19.6%	0.2%	i
Cc1ccc(C(=O)N/N=C/C2=Cc3ccccc3OC2C)cc1 (stereo not drawn)	?	4.9%	-2.1	3.6%	16.6%	0.4%	14.1%	-1.2%	i
CC1CCC2(CC1)NC(=O)N(CC(=O)Nc1cccc(S(=O)(=O)N(C)c3ccccc3)c1)C2=O (stereo not drawn)	nt	8.3%	-2.9	-1.0%	nt	nt	1.4%	-15.7%	i
OCC1(CC2CCCCO2)CCN(Cc2cccc(O)c2)CC1 (stereo not drawn)	?	6.2%	0.6	0.0%	-19.1%	16.6%	-20.5%	-83.2%	i
COc1ccc(/C(C)=N/NC(=O)C(NC(=O)c2ccccc2)c2n[nH]c(=O)c3ccccc23)c(OC)c1 (stereo not drawn)	8.8%	7.3%	0.4	-0.1%	4.7%	0.9%	6.6%	2.9%	i
Cc1ccc(C(=O)N2CCOCC2)cc1S(=O)(=O)N1CCCC1	3.5%	0.8%	-0.1	-1.9%	-13.3%	1.6%	3.0%	3.5%	i
COc1ccc(Sc2ccc(/C=C3\C(=O)NN(c4ccccc4)C3=O)o2)cc1	-9.3%	15.8%	0.1	-0.6%	1.9%	-5.2%	-4.8%	0.4%	i
COc1ccccc1-c1nn(CCC(=O)Nc2ccccc2)c2nc(C)cc(C)c12	-6.1%	nt	nt	2.1%	-10.3%	-1.4%	?	-26.9%	i
COc1ccc(NC(=S)N(CCN2CCOCC2)Cc2cc3cc4c(cc3[nH]c2=O)OCCO4)cc1	-2.6%	-9.7%	-2.6	1.4%	6.6%[11.3 µM]	-8.0%	-1.9%	0.3%	i
CCCCNC(=O)CSc1nc2ccc(N3CCOCC3)cc2c(=O)n1CCc1ccccc1	-20.3%	-8.1%	-0.5	-0.5%	-4.6%	-6.6%	10.2%	9.4%	i
Cc1cccc(-c2cc(C(=O)O)c3c(-c4ccc(F)cc4)[nH]nc3n2)c1	?	nt	nt	0.0%	6.5%	6.7%	0.1%	24.2%	i
Cc1ccc(Br)cc1S(=O)(=O)N1CCN(c2ccccc2)CC1	-9.2%	8.6%	0.1	0.5%	-12.0%	2.0%	9.8%	-27.6%	i
O=C(NCCc1ccccc1)c1cccnc1N1CCCCCC1	9.3%	3.9%	-0.4	2.7%	-6.2%	6.6%	-11.4%	5.6%	i
Cn1c(C(=O)N2CCCC2)cc2c(=O)n(C)c3ccccc3c21	-2.0%	13.0%	-3.4	4.3%	-3.5%	2.0%	-11.9%	-0.6%	i
Cc1cnc(NC(=O)c2cccs2)s1	?	6.1%	2.8	?	32.4%	-4.6%	-21.6%	-23.1%	i
COc1cc(C(=O)NNC(=O)c2nn(C)c(=O)c3ccccc23)cc(OC)c1OC	-0.4%	5.1%	3.1	-0.6%	-3.4%	6.0%	3.2%	-10.9%	i

Two of the compounds above, with values under each structure.
Results follow in this order: Nrf2 block | EPAC2 agonist | IL2 activator | Nrf2 activator | ATXN2 expr inh | A549 tox | TGFb SMAD3 inh | HepG2 viability | ATXN viability
Cc1cccc(-c2cc(C(=O)O)c3c(-c4ccc(F)cc4)[nH]nc3n2)c1
  ? | nt | nt | 0.0% | 6.5% | 6.7% | 0.1% | 24.2% | i
O=C(NCCc1ccccc1)c1cccnc1N1CCCCCC1
  9.3% | 3.9% | -0.4 | 2.7% | -6.2% | 6.6% | -11.4% | 5.6% | i

Remaining list, next part:
SMILES	Nrf2 block	EPAC2 agonist	IL2 activator	Nrf2 activator	ATXN2 expr inh	A549 tox	TGFb SMAD3 inh	HepG2 viability	ATXN viability
COC(=O)CC1C(=O)NCCN1C(=O)Nc1ccc(Cl)cc1 (stereo not drawn)	2.2%	-1.5%	0.0	-0.1%	-7.5%	3.5%	8.6%	-0.3%	i
CCc1cccc(C)c1NC(=O)CSc1nnc(CC)n2c1cc1occc12	?	nt	nt	5.3%	nt	-1.6%	7.94µM*	-24.7%	nt
O=C(NCCc1ccccc1)C1CCCN(c2ncnc3c2nc2n3CCCCC2)C1 (stereo not drawn)	-20.9%	-4.5%	-3.4	0.2%	-17.9%	2.1%	-7.1%	-4.6%	?
Cc1ccc(-n2c(SCc3nc(-c4ccc(Cl)cc4)no3)nnc2-c2ccncc2)cc1	23.1µM*	nt	nt	4.9%	-20.7%	-24.2%	?	-54.4%	?
COc1ccc(CNc2ncnc3cc(Cl)ccc23)cc1OC	16.4µM*	5.6%	-4.9	11.4%	-34.5%	-4.2%	?	-25.7%	i
O=C(NC1CC(=O)N(c2ccc(Cl)cc2)C1)c1cccs1 (stereo not drawn)	nt	nt	nt	0.4%	nt	4.2%	-5.6%	-22.7%	nt
COC(=O)COc1cc(OCC(=O)OC)c2c(C)c(Cl)c(=O)oc2c1	10.7%	-4.4%	-1.9	-0.6%	3.5%	-0.6%	-2.9%	-2.9%	i
Cc1ccccc1C(=O)NCCNc1ccc([N+](=O)[O-])cc1	22.8%	9.3%	-2.7	-0.2%	nt	4.1%	5.7%	-9.1%	?
Cc1ccsc1C(=O)OCC(=O)NCCNC(=O)COC(=O)c1sccc1C	15.4%	0.4%	0.8	0.1%	4.2%	2.3%	-0.4%	-15.2%	i
Cc1ccccc1NC(=O)c1ccccn1	?	8.3%	-3.8	7.1%	48.8%[activator]	6.6%	0.8%	7.3%	i
Fc1ccc(-c2ncc3ccccn23)cc1	12.7%	6.6%	-0.3	3.4%	-12.9%	5.9%	0.1%	7.4%	nt
CCn1cc(C(=O)OCC(=O)Nc2cccc(Cl)c2C)c(=O)c2ccc(C)nc21	16.3%	nt	nt	0.1%	-2.3%	10.9%	-15.2%	-0.6%	i

Compounds as they come; 4.3% or so of the library scored in one or more.
